# Source: PubChem BioAssay
# AmpC detergent = qHTS Inhibitors of AmpC Beta-Lactamase (assay with detergent) | P00811 | AmpC hydrolysis of nitrocefin, absorbance 480 nm, 0.01% Triton | Potency, µM (series often up to 114 µM), for inactives: at the highest dose activity change, negative = inhibition, actives largely listed as inhibitors | actives 0.041% (n = 370,000) | AID 485294, 2010;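 further: potency means the concentration at half of the fitted maximal effect; 0% = no-compound wells and -100% = no-enzyme wells; nearly all actives have a fitted effect of over 25% in size; some results filed as inactive show a strong effect at the top dose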
# Target sequence (P00811 whole entry, looked up): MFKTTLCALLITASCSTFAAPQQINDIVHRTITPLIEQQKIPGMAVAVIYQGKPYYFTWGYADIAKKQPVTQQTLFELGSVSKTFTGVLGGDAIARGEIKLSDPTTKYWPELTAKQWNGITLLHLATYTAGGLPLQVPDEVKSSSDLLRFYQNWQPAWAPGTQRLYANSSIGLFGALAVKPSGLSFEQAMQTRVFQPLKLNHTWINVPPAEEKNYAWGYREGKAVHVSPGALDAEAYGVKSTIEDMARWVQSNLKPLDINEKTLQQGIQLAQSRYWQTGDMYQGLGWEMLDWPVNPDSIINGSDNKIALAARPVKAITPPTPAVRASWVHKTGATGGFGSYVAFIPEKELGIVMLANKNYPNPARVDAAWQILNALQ
#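 AmpC (5.3 nM in the dispensed reagent) in 20 mM phosphate pH 7.0 with 0.01% (detergent screen) or 0.0001% Triton X-100 was preincubated with compounds for 15 min at room temperature. Nitrocefin was then added from an 800 uM solution, and hydrolysis was followed at 480 nm.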
# Tb PYK inh = qHTS of Trypanosoma Brucei Inhibitors | pyruvate kinase (Trypanosoma brucei), Q57TT1 | TbPYK enzyme, Kinase-Glo Plus ATP luminescence, 45 min | Potency, µM (top dose mostly 76.8 µM), without a hit: at the highest dose activity, negative = inhibition, actives largely listed as inhibitors | actives 0.12% (n = 410,000); further: potency means the concentration at half of the fitted maximal effect; nearly all actives have a fitted effect of over 50% in size
#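 Glycolytic pyruvate kinase of T. brucei was incubated with substrate, test compound and 130 uM ADP for 45 minutes at room temperature. Luminescent Kinase-Glo Plus signal was measured after 10 minutes.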
# AmpC inh no detg = qHTS Inhibitors of AmpC Beta-Lactamase (assay without detergent); actives 0.52% (n = 330,000); Potency, µM (series often up to 57.1 µM), without a hit: at the top dose activity change, negative = inhibition, most hits filed as inhibitors; P00811; AmpC nitrocefin hydrolysis, absorbance 480 nm, 0.0001% Triton;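 further: potency means the concentration at half of the fitted maximal effect; plate controls were no compound for no effect and no enzyme for full effect; nearly all actives have a fitted effect of over 20% in size; some results filed as inactive show a strong effect at the top dose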
#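 AmpC (5.3 nM in the dispensed reagent) in 20 mM phosphate pH 7.0 with 0.01% (detergent screen) or 0.0001% Triton X-100 was preincubated with compounds for 15 min at room temperature. Nitrocefin was then added from an 800 uM solution, and hydrolysis was followed at 480 nm.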
# LmPK inh = qHTS Assay for Inhibitors of Leishmania Mexicana Pyruvate Kinase (LmPK); Q27686; purified LmPK, Kinase-Glo ATP luminescence, 1 h; Potency, µM (highest dose often 57.5 µM), for inactives: at the highest dose activity change, negative = inhibition, usual class: inhibitors; actives 0.37% (n = 290,000); AID 1721, 2009; further: potency means the concentration at half of the fitted maximal effect
# Target sequence (Q27686 whole entry, looked up): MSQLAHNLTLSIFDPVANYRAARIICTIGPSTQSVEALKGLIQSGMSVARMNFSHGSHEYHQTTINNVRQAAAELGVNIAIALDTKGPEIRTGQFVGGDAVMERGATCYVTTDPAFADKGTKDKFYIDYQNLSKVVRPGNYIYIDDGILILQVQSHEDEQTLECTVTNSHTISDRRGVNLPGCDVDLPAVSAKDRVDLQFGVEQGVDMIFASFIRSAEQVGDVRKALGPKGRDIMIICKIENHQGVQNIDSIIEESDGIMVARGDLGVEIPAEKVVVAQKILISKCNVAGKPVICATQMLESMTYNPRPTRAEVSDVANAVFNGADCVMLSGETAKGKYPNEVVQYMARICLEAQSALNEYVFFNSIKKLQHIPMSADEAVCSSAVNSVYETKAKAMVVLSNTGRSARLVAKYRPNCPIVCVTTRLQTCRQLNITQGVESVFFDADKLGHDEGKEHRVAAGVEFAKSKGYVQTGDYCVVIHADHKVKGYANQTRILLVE
#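 Pyruvate kinase activity monitored as ATP production (luciferase luminescence). Conditions: 0.1 nM enzyme, 0.5 mM PEP, 0.1 mM ADP, 1 h, RT; normalized against uninhibited and no-enzyme wells.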
# AMA1 RON2 block = qHTS for Inhibitors of AMA1-RON; Towards Development of Antimalarial Drug Lead: Primary Screen. AID 720542, 2013. Plasmodium falciparum AMA1 (3D7) - RON2 peptide interaction. Potency, µM (series often up to 58.2 µM), without a hit: top-dose activity change, negative = inhibition, actives largely listed as inhibitors. AlphaScreen AMA1-biotinylated RON2 peptide binding. actives 0.2% (n = 360,000);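 further: potency means the concentration at half of the fitted maximal effect; 0% = vehicle wells and -100% = peptide control; nearly all actives have a fitted effect of over 45% in size; some results filed as inactive show a strong effect at the top dose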
#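 AMA1 (3D7) with his tag at 25 nM final met compounds first, then biotinylated RON2 peptide at 25 nM; detection used donor plus acceptor beads, 10 µg/mL apiece, read by AlphaScreen after 30 min at room temperature.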
# Sm TGR inh = qHTS Assay for the Inhibitors of Schistosoma Mansoni Peroxiredoxins. Schistosoma mansoni thioredoxin glutathione reductase (TGR), Q962Y6. purified TGR, DTNB reduction, TNB absorbance 405 nm. AID 485364, 2010. actives 3% (n = 360,000). Potency, µM (titrated, usually from 114 µM), inactives show at the top dose activity change, negative = inhibition, actives largely listed as inhibitors; further: potency means the concentration at half of the fitted maximal effect; nearly all actives have a fitted effect of over 60% in size
#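 TGR 20 nM + NADPH 100 uM (dispensed conc.), cpd preinc 15 min RT; start with NADPH (500 uM addition) then DTNB (15 mM addition). Kinetic TNB absorbance, 405 nm filter. Four-parameter Hill fit across titration.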
# HCMV inh = qHTS Assay for inhibitors of the human cytomegalovirus (HCMV); HFF cells, HCMV-luciferase reporter, 72 h; stronger effect = lower value; activity change, negative = inhibition, % at 57.5 µM; actives 4.5% (n = 410,000); AID 1259415, 2018; in the data active means activity change below about -60%; inconclusive means no clear call, values can overlap the other calls; inactive means above about -39%
#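 Screen run at 2 compound doses on HFFs infected with reporter HCMV, MOI 1 PFU/cell. Luciferase activity from cell lysates at 72 h post infection gave inhibition relative to buffer-only and Salinomycin wells.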
# * = called active by the depositor; ? = inconclusive; nt = no result given; & = joins results of further samples; [ ] = dose if it differs, or a comment. Unless noted, the call rests on the fitted dose curve; in most records, active means well fitted curve in the direction sought with a large enough effect; inconclusive means small, poorly fitted or top-dose-only effect, or another doubt; inactive means no such curve, though single readings can be large; an effect the other way counts as inactive or inconclusive. Unless noted, on the % scale 0 is the no-effect control and ±100 the full control effect.
# A first look, 4 compounds:
molecule,AmpC detergent,Tb PYK inh,AmpC inh no detg,LmPK inh,AMA1 RON2 block,Sm TGR inh,HCMV inh
COc1ccccc1-c1cccc2nccn12,nt,1%,nt,nt,-10%,nt,-28
CCCCN(C(=O)/C=C/c1ccco1)c1c(N)n(CCC)c(=O)[nH]c1=O,?,-4%,-7%,-12%,-8%,?,30
COc1cc(Cn2c3ccc(NC(=O)CCc4ccc(O)cc4)cc3c(=O)n2C)ccc1F,nt,-6%,nt,nt,15%,nt,-9
CC(=O)c1ccc(N2CCN(C(=O)C3CCCN(c4ncnc5c4nc4n5CCCCC4)C3)CC2)cc1 (stereo not given),4%,2%,162%[activator],4%,11%,2%,9

# Main list, from the start:
molecule,AmpC detergent,Tb PYK inh,AmpC inh no detg,LmPK inh,AMA1 RON2 block,Sm TGR inh,HCMV inh
COc1ccccc1-c1cccc2nccn12,nt,1%,nt,nt,-10%,nt,-28
CCCCN(C(=O)/C=C/c1ccco1)c1c(N)n(CCC)c(=O)[nH]c1=O,?,-4%,-7%,-12%,-8%,?,30
COc1cc(Cn2c3ccc(NC(=O)CCc4ccc(O)cc4)cc3c(=O)n2C)ccc1F,nt,-6%,nt,nt,15%,nt,-9
CC(=O)c1ccc(N2CCN(C(=O)C3CCCN(c4ncnc5c4nc4n5CCCCC4)C3)CC2)cc1 (stereo not given),4%,2%,162%[activator],4%,11%,2%,9
NNC(=O)C12CC3CC(C1)CC(n1ncnn1)(C3)C2,-6%,1%,-32%,-2%,12%,-1%,32
COc1ccc(CC(=O)NCc2nc3cccnc3n2Cc2ccc(F)cc2)cc1OC,6%,2%,nt,nt,nt,5%,-31
COc1ccccc1N(O)C1CC(=O)N(c2ccc(F)cc2)C1=O (stereo not given),2%,-18%,-15%,1%,1%,3.5µM*,23
CCOC(=O)c1nn(-c2ccccc2C)c2nc(CC(C)C)c(C#N)c(=O)n12,?,nt,2%,-2%,16%,-11%,-12
C=CCn1c(SCC(=C)C)nc2c1c(=O)[nH]c(=O)n2C,2%,-4%,-12%,-4%,0%,4%,9
CC(=O)NC12CC3CC(C1)CC(C(=O)N1CCN(S(=O)(=O)c4cccc([N+](=O)[O-])c4)CC1)(C3)C2,nt,4%,nt,nt,3%,nt,-13
CC(=O)c1ccc(NC(=O)NC2CCCCCCC2)cc1,-6%,2%,-59%,1%,-3%,-18%,-15
COc1cc(NC(=S)N2CCN(S(=O)(=O)c3ccccc3)CC2)cc(OC)c1,4%,-3%,-13%,-5%,21%,-3%,?
COc1ccc(C2C(=O)c3ccccc3C2=O)cc1,-3%,-12%&0%,-11%,?,16%,-3%,67
O=C(CSc1nccn(-c2ccc(Br)cc2)c1=O)NC1CCCC1,?,4%,0%,nt,-12%,-3%,?
Cc1c(C(=O)NC2CCCC2)oc2ccccc12,-18%,0%,-22%,nt,9%,0%,-2
CC1C=CC(C)C(C(=O)c2ccccc2)C1C(=O)c1ccccc1 (stereo not given),nt,-17%,nt,nt,-2%,nt,0
CCOc1ccc(C(=O)C(C)OC(=O)Cn2[nH]c(=O)c3ccccc3c2=O)cc1 (stereo not given),2%,-3%,1%,0%,-7%,-10%,8
N#Cc1c(SCc2ccccc2)nc(N2CCOCC2)c2c1CCCC2,-5%,-16%,-24%,0%,6%,4%[11.4 µM],-29
COc1ccc(NC(=S)NCCCn2ccnc2)cc1,nt,6%,nt,nt,-16%,nt,10
CCCCC(=O)Nc1ccc(C(=O)NN2C(=O)c3ccccc3C2=O)cc1,-14%,3%,-28%,-3%,2%,-18%,-11
CC(C)CCn1c(SCC(=O)NC2CCS(=O)(=O)C2)nc2cc(Cl)ccc2c1=O (stereo not given),?,1%,4%,nt,0%,-6%,-10
O=C(NC1CCCCC1)C1c2ccccc2OCC(=O)N1CCc1ccccc1 (stereo not given),nt,7%,nt,nt,-6%,nt,11
O=C(NC(=S)Nc1ccccc1N1CCCC1)c1ccccc1[N+](=O)[O-],-9%,-10%,-16%,1%,18%,3%,13
Cc1nc(NC(=O)COC(=O)CCc2ccccc2)c(Cl)cc1Cl,nt,4%,4%,nt,20%,nt,-1
CC(C)Cn1c2nc3ccccc3nc2c2c(=O)n(CCN3CCOCC3)cnc21,?,-2%,33%,-3%,8%,-7%,17
Cc1ccc2nc(C(C)(C)C)c(Cc3cccc(F)c3)n2c1,nt,0%,nt,nt,-17%,nt,41
Cc1c(NS(=O)(=O)N2CCCCC2)c(=O)n(-c2ccccc2)n1C,-2%,-30%,-34%,-6%,3%,6%,-5
O=C(O)CN1CCN(Cc2ccc(Cl)cc2)C1=O,-8%,1%,-11%,-6%,17%,-2%,72
CCCCc1nc(N2CCNCC2)c(C#N)c2c1CSC(C)(C)C2,1%,1%,33%[activator],4%,-5%,-10%,4
OC12CCCCC1C(c1ccc3c(c1)OCO3)N(Cc1ccccc1F)CC2 (stereo not given),-7%,-2%,34%,-2%,-1%,11%,21
Cc1cc(NS(=O)(=O)c2ccc(NC(=O)CCCOc3cccc(C)c3C)cc2)no1,4%,-11%,-36%,0%,-16%,6%,20
CCOC(=O)N1CCN(S(=O)(=O)c2ccc(C(=O)Nc3sc4c(c3C(N)=O)CCN(CC)C4)cc2)CC1,-4%,-1%,162%[activator],-5%,-7%,5%,-24
Oc1ccc(/C=N/NC(=S)NCC2CCCO2)cc1 (stereo not given),-2%,-2%,-18%,8%,-3%,-14%,38
CCOc1ccccc1OCCCC(=O)N1CCN(S(=O)(=O)c2cc(F)ccc2F)CC1,nt,-3%,nt,nt,-5%,nt,-23
C=CCN1/C(=C(\C#N)C2=NS(=O)(=O)c3ccccc32)N(C)c2ccccc21,-3%,3%,-19%,1%,-11%,-18%,11
Cc1cc(NC(=O)c2ccc(-c3ccc(F)c(Cl)c3)o2)no1,6%,-1%,-21%,1%,0%,nt,14
COc1cc(NS(=O)(=O)c2ccc(Nc3nc(-c4ccccn4)cs3)cc2)nc(OC)n1,5%,-5%,-56%,5%,88%[activator],0%,-35
C=C(C)CSc1nnc([C@H](CCSC)NC(=O)OC(C)(C)C)o1,-3%,-11%,25%,7%,0%,-13%[11.4 µM],2
CSc1nc2oc3c(c2c2nncn12)CC(C)(C)SC3,8%,-9%,-12%,7%,-4%,?,14
COc1cc([N+](=O)[O-])ccc1NC(=O)NCC1CCN(Cc2ccc(Cl)cc2)CC1,-5%,3%,33%,6%,-3%,-11%,1
CCn1c(=NC(=O)CSC(C)=O)sc2cc(OC)ccc21,?,1%,-11%,0%,-3%,5%,15
CN(C)c1ccc(N2C(=NC(=O)CCC3CCCC3)SC3CS(=O)(=O)CC32)cc1 (stereo not given),-10%,-17%,-10%,8%,2%,-3%,17
COc1ccccc1NC(=O)c1c(NCc2ccc(OC)c(OC)c2OC)sc2c1CCCC2,9%,-24%,nt,nt,nt,-1%,-12
Cc1ccc(C)c(NC(=O)c2ccc3c(O)c(S(=O)(=O)c4ccc(Cl)cc4)c(=O)[nH]c3c2)c1,2%,0%,nt,nt,nt,-3%,3
Cc1cc(N2CCN(c3ccccc3)CC2)nc(-c2ccccc2O)n1,-4%,-3%,-15%,-1%,-18%,9%,-21
CC(O)c1nc2ccccc2n1CC(=O)Nc1ccc2c(c1)OCCO2 (stereo not given),-5%,1%,6%,1%,-5%,-1%,?
CC(CCc1ccc(O)cc1)NC1c2ccccc2-c2ccccc21 (stereo not given),-11%,0%,-2%,8%,-5%,7%,-11
COC(=O)c1nc2ccc(N3CCOCC3)cc2c(C)c1C(=O)OC,?,-3%,13%,2%,-2%,8%,-4
COc1ccc(S(=O)(=O)N(CC(=O)NCc2ccco2)c2ccc(C)cc2)cc1OC,-10%,2%,41%,1%,9%,?,-1
Cc1cc(C)cc(NC(=O)c2ccc3c(O)c(S(=O)(=O)c4ccccc4)c(=O)[nH]c3c2)c1,19%,-4%,nt,nt,nt,-2%,11
CCOc1ccccc1CN1CCNC(=O)C1CC(=O)NC1CCCCC1 (stereo not given),1%,1%,20%,6%,-2%,-13%,-21
COc1ccc(C(=O)Nc2ccc(S(=O)(=O)N3CCOCC3)cc2)cc1,nt,4%,nt,nt,-19%,nt,-39
COc1ccccc1NS(=O)(=O)c1cc(NC(=S)NCC2CCCO2)ccc1C (stereo not given),-8%,-2%,-43%,2%,3%,0%,-13
Cc1ccc(C)c(N2CCN(c3nccn4nc(-c5ccc(Br)cc5)cc34)CC2)c1,14%,-18%,nt,nt,nt,20%,2
O=C(Cc1cccc(NC(=O)C2CCCN(C(=O)CCc3ccccc3)C2)c1)Nc1cccc(C(=O)N2CCCC2)c1 (stereo not given),-2%,7%,112%[activator],nt,0%,-14%,-10
O=S1c2ccccc2Oc2ccccc21,nt,-3%,nt,nt,6%,nt,17
Cc1cc2[nH]ncc2cc1NC(=S)NC(=O)c1ccccc1,0%,-3%,-23%,2%,-6%,?,-36
CC(C)/C(=N\NS(=O)(=O)c1ccc(Br)cc1)c1cccs1,2%,-14%,-36%,-3%,6%,nt,-22
COC(=O)c1ccccc1NC(=O)c1ccc(COc2ccc3c(c2)CCC3)cc1,-13%,-4%,-29%,1%,44%,-3%,11
Cc1cc(C(=O)NCc2cccs2)nn1C,3%,-3%,-4%,-14%,-3%,9%,12
CC(C)Cn1cc(NC(=O)NCc2ccc(Cl)cc2)c2ccccc2c1=O,16%,0%,nt,nt,nt,9%,-105*
COc1ccc(/C=N/N2CCN(c3ccc(Cl)cc3)CC2)cc1,1%,?,-17%,0%,-13%,7%,18
CCSc1cc(N2CCOCC2)nc(-c2ccc(Cl)cc2)n1,-12%,-5%,-30%,0%,-15%,0%,27
